Compound activity (PubChem BioAssay)
12-LOX inh – inhibitors of human 12S-lipoxygenase ALOX12. P18054. purified 12hLO, xylenol orange hydroperoxide absorbance. Potency, µM (highest dose often 108 µM), inactives show at the top dose activity change, negative = inhibition, actives largely listed as inhibitors. 580,000 compounds, 1.1% hits; further: on the % scale 0 is the no-effect control and ±100 the full control effect
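Purified human 12hLO at 150 nM in 25 mM Hepes, 0.01% Triton X-100, pH 7.0, preincubated 15 min at room temperature with compound. Reaction started with 40 uM arachidonic acid, 30 min at room temperature. Hydroperoxide measured by Fe-xylenol orange, 573/405 nm absorbance ratio.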
JMJD2A Tudor – blocks the human JMJD2A Tudor domain; O75164; AlphaScreen JMJD2A-Tudor / H3K4me3 peptide binding; Potency, µM (top dose mostly 114 µM), inactives show at the top dose activity change, negative = inhibition, hits mostly inhibitors; 390,000 compounds, 4.4% hits; AID 504339; further: on the % scale 0 is the no-effect control and ±100 the full control effect; nearly all actives have a fitted effect of over 50% in size
Pin1 inh – blocks the human prolyl isomerase Pin1. Pin1 FP peptide displacement, HiFluor488, 10 min. 390,000 compounds, 0.009% hits. AID 504891. Potency, µM (series often up to 115 µM), without a hit: top-dose activity, negative = inhibition, actives largely listed as inhibitors; active means well fitted inhibition curve with a large enough effect in the polarisation, with a control signal flat, not every such curve was filed as active; inconclusive means small, poorly fitted or top-dose-only effect, or effect the other way, or a change in a side signal; inactive means no such curve, though single readings can be large or run the other way; the % refers to the polarisation; further: on the % scale 0 is the no-effect control and ±100 the full control effect
Target sequence (Q13526 whole entry, looked up): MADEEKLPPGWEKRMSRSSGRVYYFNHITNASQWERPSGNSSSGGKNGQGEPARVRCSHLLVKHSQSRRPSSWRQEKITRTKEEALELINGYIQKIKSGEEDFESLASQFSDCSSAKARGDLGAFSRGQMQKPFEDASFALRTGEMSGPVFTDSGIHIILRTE
rTrxR1 inhibitor – blocks rat thioredoxin reductase 1. recombinant rTrxR1, NADPH fluorescence consumption, selenite substrate. Potency, µM (titrated, usually from 114 µM), for inactives: at the top dose activity change, negative = inhibition, hits mostly inhibitors. 390,000 compounds, 1% hits. AID 588453; further: on the % scale 0 is the no-effect control and ±100 the full control effect; nearly all actives have a fitted effect of over 65% in size
Target sequence (O89049 whole entry, looked up): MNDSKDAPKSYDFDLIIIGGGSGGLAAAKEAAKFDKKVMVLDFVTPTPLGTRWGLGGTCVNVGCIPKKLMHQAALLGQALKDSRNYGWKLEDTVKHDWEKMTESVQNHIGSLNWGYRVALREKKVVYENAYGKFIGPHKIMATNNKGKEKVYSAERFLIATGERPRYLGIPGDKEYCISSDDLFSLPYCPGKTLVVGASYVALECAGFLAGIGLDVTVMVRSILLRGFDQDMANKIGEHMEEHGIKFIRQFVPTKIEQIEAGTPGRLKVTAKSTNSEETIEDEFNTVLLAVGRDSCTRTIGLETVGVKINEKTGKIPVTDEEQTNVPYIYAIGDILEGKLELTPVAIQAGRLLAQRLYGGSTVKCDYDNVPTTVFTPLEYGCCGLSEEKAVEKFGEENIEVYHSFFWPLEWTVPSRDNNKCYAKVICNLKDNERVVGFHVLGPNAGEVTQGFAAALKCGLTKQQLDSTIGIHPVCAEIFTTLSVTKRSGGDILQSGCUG
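Rat TrxR1 (90 nM in the dispensed reagent) was pre-reduced with 400 uM NADPH for 5 min at room temperature, then incubated with compound for 15 min. After 400 uM selenite was added, NADPH fluorescence (Ex 340/Em 450 nm) was followed for 8 min.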
HP1b binding inh – blocks HP1-beta chromodomain binding to methylated histone tails | P83916 | AlphaScreen HP1-beta / biotin-H3K9me3 peptide binding | Potency, µM (doses to about 114 µM), without a hit: at the highest dose activity change, negative = inhibition, hits mostly inhibitors | 390,000 compounds, 0.56% hits; further: nearly all actives have a fitted effect of over 70% in size; inactives centre near 23
Target sequence (P83916 whole entry, looked up): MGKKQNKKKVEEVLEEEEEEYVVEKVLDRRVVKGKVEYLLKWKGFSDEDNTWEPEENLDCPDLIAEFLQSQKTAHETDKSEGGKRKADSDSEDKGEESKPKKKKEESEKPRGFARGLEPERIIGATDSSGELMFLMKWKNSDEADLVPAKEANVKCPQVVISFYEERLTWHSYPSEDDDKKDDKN
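HP1-beta protein (50 nM final) preincubated 30 min at room temperature with biotinylated H3(1-18)K9me3 peptide (50 nM) in PBS pH 7.4, 0.01% Tween-20, then compound added for 30 min. AlphaScreen streptavidin donor/nickel chelate acceptor beads (10 ug/mL final), 30 min dark, luminescence read.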
Tb PGK inh – T. brucei PGK inhibition | Potency, µM (top dose mostly 57.5 µM), for the others: at the highest dose activity change, negative = inhibition, usual class: inhibitors | 380,000 compounds, 0.043% hits | P07378 | PGK/GAPDH coupled, Kinase-Glo luminescence, 60 min; further: on the % scale 0 is the no-effect control and ±100 the full control effect; nearly all actives have a fitted effect of over 60% in size
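Luminescent ATP detection (Kinase-Glo Plus) follows a 60-minute room-temperature incubation, with wells lacking PGK as controls. Buffer: 100 mM TEA (pH 7.6), 5 mM MgCl2, 0.01% Tween-20. Coupling enzyme GAPDH (100 nM final) supplies unstable 1,3-BPG in-well.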
RGS4 inhibitor – blocks human RGS4-accelerated GTP hydrolysis. AID 504845. Potency, µM (doses to about 114 µM), for the others: at the highest dose activity change, negative = inhibition, most hits filed as inhibitors. 390,000 compounds, 0.039% hits. Transcreener GDP fluorescence polarization, RGS4-accelerated GTP hydrolysis; further: on the % scale 0 is the no-effect control and ±100 the full control effect; nearly all actives have a fitted effect of over 75% in size; some results filed as inactive show a strong effect at the top dose
Target sequence (P49798 whole entry, looked up): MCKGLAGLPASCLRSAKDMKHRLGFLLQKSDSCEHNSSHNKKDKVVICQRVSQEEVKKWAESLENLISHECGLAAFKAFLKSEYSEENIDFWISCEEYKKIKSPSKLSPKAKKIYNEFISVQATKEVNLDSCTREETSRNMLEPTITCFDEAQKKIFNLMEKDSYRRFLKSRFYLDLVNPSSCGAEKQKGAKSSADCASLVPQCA
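MLSMR compounds (23 nl, pin-transferred) preincubated 10 min at room temperature with a 500nM (2x) first reagent, then RGS4 at 900nM (2x) plus Transcreener GDP mix added; fluorescence polarization (620/688 nm) read before and after 90 min at 30 °C.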
GLS inhibitor – inhibitors of human glutaminase (GLS); 410,000 compounds, 0.21% hits; GLS enzymatic activity, qHTS titration; AID 624170; Potency, µM (highest dose often 45.5 µM), inactives show top-dose activity change, negative = inhibition, actives largely listed as inhibitors; O94925; further: on the % scale 0 is the no-effect control and ±100 the full control effect
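Compounds were pin-transferred onto hKGA, after which L-glutamine (1 mM solution) and a detection mix of glutamate oxidase, HRP and Amplex Red were added. Initial and 30 min RT fluorescence reads were collected.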
ERG-DNA inh – blocks human ERG Ets domain binding to DNA; fluorescence polarization, His-ERG Ets domain / labelled DNA; 370,000 compounds, 0.028% hits; Potency, µM (highest dose often 76.9 µM), inactives show at the highest dose FP activity, negative = inhibition, usual class: inhibitors; P11308; active means well fitted inhibition curve with a large enough effect in the polarisation, with a control signal flat; inconclusive means small, poorly fitted or top-dose-only effect, or effect the other way, or a change in a side signal; inactive means no such curve, though single readings can be large or run the other way; the % refers to the polarisation;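 further: polarization taken with two DNA probes labelled with fluorescein and Texas red; % of control where 0% means no effect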
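His-tagged ERG Ets domain (1 uM in the protein solution; 300mM KCl, 50mM Tris-HCl, 1mM EDTA, 1mM DTT, pH 7.5) received compound, then a probe mix of 5 nM fluorescein-DNA and 100nM Texas-615-DNA. Fluorescence polarization was read for both dyes.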
* hit, by the source's call; i = inactive; ? = inconclusive; . = not tested or not shown; ! = not active in a repeat; [ ] = remark or other dose. Unless noted, the call rests on the fitted dose curve; in most records, active means well fitted curve in the direction sought with a large enough effect; inconclusive means small, poorly fitted or top-dose-only effect, or another doubt; inactive means no such curve, though single readings can be large; an effect the other way counts as inactive or inconclusive. Potency means the concentration at half of the fitted maximal effect. These rows are one share of the data, so the mix of outcomes need not match the whole.

smiles	12-LOX inh	JMJD2A Tudor	Pin1 inh	rTrxR1 inhibitor	HP1b binding inh	Tb PGK inh	RGS4 inhibitor	GLS inhibitor	ERG-DNA inh
CC1CCC(NC(=O)CN(C)S(=O)(=O)c2cnc[nH]2)CC1 (configuration not stated)	-5%	-10%	-3%	-2%	23%	-3%	8%	9%	-2%
O=C(Cc1ccc(Cl)cc1)Nc1ccc(N2CCCC2)cc1	27%	4%	15%	27%[57.1 µM]	11%	-1%	-34%	-4%	4%
Cc1c(C(=O)NCCCc2ccccc2)cccc1[N+](=O)[O-]	-13%	-10%	-5%	17%	39%	1%	20%	2%	0%
Nc1nc(Oc2ccc(F)cc2)c(Br)c(=O)[nH]1	3%	-1%	4%	-16%	29%	7%	19%	2%	3%
Cc1ccc(C)c2[nH]c(=O)c(CN(CC3CCCO3)C(=S)NCc3ccco3)cc12 (configuration not stated)	-3%	-18%	1%	?	19%	2%	-39%	10%	-1%
O=C(NNC(=S)Nc1ccc(F)c(Cl)c1)C1CC1	417%[activator]	-11%	2%	-12%	50%	-9%	-16%	24%	6%
COC(=O)c1ccc(NC(=S)NCCc2ccc(OC)cc2)cc1	-12%	-1%	2%	6%	26%	-14%	-10%	11%	-4%
O=C(OCC(=O)N1CCCC1=O)c1cc2ccccc2o1	145%[activator]	-28%	1%	15%	-14%[57 µM]	i	?	10%	-12%
Cc1ccc(CN2C(=O)COc3cc(NS(C)(=O)=O)ccc32)cc1	7%	-17%	-7%	-1%	71%[activator]	4%	-14%[56.9 µM]	14%	-2%
O=C(CN1C(=O)/C(=C/c2ccccc2)SC1=S)NC1CCS(=O)(=O)C1 (configuration not stated)	-24%	9%	1%	28%	43%[activator]	i	-16%	4%	11%
Cc1ccc(S(=O)(=O)N2CN(CC3CCCO3)c3nc4ccccc4nc32)c(C)c1 (configuration not stated)	-28%	-5%	2%	8%	9%	5%	-6%	-5%	5%
CC(=O)N1CCN(C(=O)CSc2ncnc3sc(C)c(C)c23)CC1	5%	-17%	-7%	-2%[11.4 µM]	16%	i	-3%	-1%	13%
COc1cc(C2c3c(oc4ccccc4c3=O)C(=O)N2c2nnc(C(C)C)s2)cc(OC)c1OC (configuration not stated)	?	-13%	1%	11%	16%	2%	-2%	0%	-4%
CCOc1ccc(-n2c(N)c(C(=O)NCc3ccco3)sc2=S)cc1	?	-32%	-2%	-29%[57.1 µM]	-59%	4%	?	-18%	1%
COCCNC(=O)c1cc2c(Cl)nc3ccc(C)cc3c2s1	-9%	5%	3%	-9%	43%[activator]	-6%	-5%	-5%	-3%

Among those listed so far, 2 have fluorine.
smiles	12-LOX inh	JMJD2A Tudor	Pin1 inh	rTrxR1 inhibitor	HP1b binding inh	Tb PGK inh	RGS4 inhibitor	GLS inhibitor	ERG-DNA inh
Nc1nc(Oc2ccc(F)cc2)c(Br)c(=O)[nH]1	3%	-1%	4%	-16%	29%	7%	19%	2%	3%
O=C(NNC(=S)Nc1ccc(F)c(Cl)c1)C1CC1	417%[activator]	-11%	2%	-12%	50%	-9%	-16%	24%	6%

The listing continues.
smiles	12-LOX inh	JMJD2A Tudor	Pin1 inh	rTrxR1 inhibitor	HP1b binding inh	Tb PGK inh	RGS4 inhibitor	GLS inhibitor	ERG-DNA inh
O=C(O)c1ccc(NC(=O)c2cccs2)cc1	?	-4%	3%	19%	32%	-14%	0%	0%	3%
O=C(Cn1c(NCCCO)nc2ccccc21)c1ccc(Cl)cc1	?	-17%	-2%	6%	24%	4%	18%	19%	9%
O=[N+]([O-])c1ccc(Cl)c(S(=O)(=O)NCCc2ccccn2)c1	6%	-22%	-2%	-10%	19%	-1%	2%	-3%	-1%
CCOc1ccc(CCNC(=O)CN2N=C(c3ccccc3)CCC2=O)cc1OCC	-8%	-15%	-2%	5%[57.1 µM]	42%[activator]	i	17%	7%	0%
CCc1ccc(CN(C)C(=O)CCc2nnc(-c3ccc(-c4ccccc4)cc3)o2)nc1	-3%	-25%	4%	-24%	31%	5%	-16%	1%	-3%
CCOC(=O)C1(CCOc2ccccc2)CCN(Cc2ccc(C)o2)CC1	27%	1%	-2%	5%[57.1 µM]	15%	i	-16%	-5%	15%
COc1ccc2ccc(Oc3ncccn3)cc2c1	1%[57.4 µM]	11%	-2%	14%[57.1 µM]	38%	5%	-29%	-29%	4%
CC1(C)C2C(Cl)(Cl)C2(C)c2ccccc2N1C=O (configuration not stated)	0%	11%	3%	18%[57.1 µM]	25%	-7%	-21%	-9%	0%
CCc1ccc(-c2nc(-c3ccncc3)no2)cc1	-18%	15%	5%	-15%[57.1 µM]	65%[activator]	4%	3%	6%	2%
O=c1[nH]n(-c2ccccc2)c(=O)c(Cl)c1Cl	-13%	-12%	5%	?	42%	0%	9%	3%	5%
O=C(Nc1cccc(S(=O)(=O)N2CCOCC2)c1)C12CC3CC(CC(C3)C1)C2	4%	-14%	-1%	0%[11.4 µM]	23%	-9%	31%	3%	5%
COC(=O)c1nn(-c2ccc(C)cc2)c2nnc(Cc3ccccc3)c(=O)n12	-8%	0%	0%	1%	41%[activator]	6%	-13%	-1%	-4%
O=C(Nc1nnc(-c2cccs2)o1)C1CC1	1%[57.4 µM]	50µM*	2%	-2%	27%	-2%	10%	1%	-5%
COC(=O)CN1C2=NCCCN2c2ccccc21	133%[activator]	-7%	-10%	20%[57.1 µM]	11%	-3%	1%	2%	-5%
Cc1[nH]c2ccc(C(=O)NCCN3CCCCCC3)cc2c1C	0%	?	14%	-6%	2%[57 µM]	-1%	-5%	6%	14%
O=C(O)CCCNS(=O)(=O)c1ccc2c(c1)OCCCO2	15%	6%	20%	-3%	20%	-3%	-6%	0%	0%
Cc1nn(-c2ccccc2)c(Cl)c1/C=C1/C(=N)N2N=C(C(C)C)SC2=NC1=O	-2%	-10%	18%	-4%[57.1 µM]	21%	-1%	-34%	-23%	29%
CN(C)c1ccc(C(=O)N2CCCC2)cc1	-4%	-16%	-1%	-14%	28%	-6%	5%[56.9 µM]	21%	-4%
CC(=O)c1ccc(N2CCN(S(=O)(=O)c3ccc4c(c3)CC(C)N4C(C)=O)CC2)cc1 (configuration not stated)	1%	-5%	21%	10%	20%[57 µM]	-3%	1%	2%	-4%
Cc1ccnc2nc(C(=O)OCC(=O)NCCc3ccccc3)nn12	-11%	-13%	4%	-10%	27%	-2%	5%	16%	-5%
CCOC(=O)COc1ccc(S(=O)(=O)N2CCN(C(=O)OCC)CC2)cc1	-6%	-15%	-10%	15%	15%	.	13%	11%	-9%
Cc1c(NC(=O)c2cccs2)c(=O)n(-c2ccccc2)n1C	9%	-9%	3%	21%[57.1 µM]	17%	3%	17%	2%	-13%
c1ccc(Cn2c(NCc3ccncc3)nc3ccccc32)cc1	459%[activator]	-19%	-1%	12%	66%[activator]	-2%	-12%[56.9 µM]	4%	-14%
COc1cc(NC(=O)Cn2ccsc2=N)cc(OC)c1	8%	-5%	-3%	17%	39%[activator]	4%	-12%	11%	-6%
O=C(NC(=S)Nc1ccc(NC(=O)c2cccs2)cc1)c1cc2ccccc2o1	1%	-32%	6%	-15%	17%	0%	6%	5%	-1%
Cc1ccc(OCCN2CCCCCC2)c(C)c1	-12%	-23%	-7%	8%	8%	2%	-7%	27%	3%
Cn1cc(CC(=O)NCc2ccc(F)cc2)c2ccccc21	15%	-3%	-4%	13%[57.1 µM]	19%	-5%	-14%	-5%	-8%
COc1ccc(-c2nc3ccc(NC(C)=O)cc3c(=O)n2Cc2ccccc2)cc1COc1ccc(NC(C)=O)cc1	.	?	?	20µM*	19%	.	-10%	.	.
CCS(=O)(=O)c1nc(S(=O)(=O)c2ccc(Cl)cc2)c(NCc2ccco2)s1	-17%	-7%	-7%	-1%	29%	i	-14%	-16%	-6%
COc1cccc(-n2cn[nH]c2=S)c1	-30%	?	-1%	-19%	31%	11%	3%	-4%	0%
COc1ccc([C@@H]2C[C@H]3CN(c4ccccc4)C(=O)[C@]34CCCN24)c(OC)c1OC	9%	-5%	33%[activator]	-17%	13%[57 µM]	i	-7%	16%	16%
CCc1ccc(NC(=O)CN2CCN(c3ccc(OC)cc3)CC2)cc1	-13%	?	2%	7%	-13%	4%	-11%[56.9 µM]	31%[activator]	8%
CC(C)OC(=O)c1cc2c(ccn2-c2ccc(F)cc2)n1CC(=O)N1CCN(C(=O)c2ccco2)CC1	-17%	-18%	2%	25%	20%	-6%	2%	-2%	8%
Cc1ccc(S(=O)(=O)N2CCN(c3nc(-c4cccs4)nc(C)c3C)CC2)cc1	.	-14%	-6%	16%	3%	.	20%	.	.
Cc1ccc(C2(c3noc(CN4CCOCC4)n3)CCCC2)cc1	4%	-1%	0%	31%	38%	2%	17%	2%	6%
COc1ccc(Br)cc1S(=O)(=O)N1CCCC1	11%	?	-10%	21%	?	-2%	-79%[11.4 µM]	?	5%
Cc1ccc([N+](=O)[O-])cc1N=C(c1ccc([N+](=O)[O-])cc1)N1CCOCC1	-12%	79µM*	-10%	-29%[57.1 µM]	?	-2%	-20%	-12%	8%
Oc1cc2c(cc1O)CN(C(=S)NCCc1ccc(Cl)cc1)CCC2	18µM*!	45µM*	0%	?	50µM*	-4%	17µM*!	?	-4%
